# Screening results: PubChem BioAssay, Broad Institute
# Statin myotox sup: suppression of simvastatin myotoxicity. C2C12 myotubes + simvastatin, ATP luminescence, 48 h; scaled: DMSO 0, geranylgeraniol control 100. rescue of ATP level, % at 7.49 µM. 330,000 tested, 0.78% active. AID 602340;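 active = mean ATP rescue above about 67%, or every replicate alone reaching that limit, limit read from the data, passing the limit was not always enough; inconclusive = no clear call, values can overlap the other calls; inactive = mean under the limit and some replicate under it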;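 note: myotubes were challenged with 10 µM simvastatin during compound exposure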
# esBAF inh: SWI/SNF esBAF complex inhibition; 350,000 tested, 2% active; reporter increase, % at 12.5 µM; mouse ES cells, Bmi1-luciferase knock-in reporter, 24 h; 100% = twice the neutral-well signal; AID 602393; in the data active = activation above about 40%; inconclusive = no clear call, values can overlap the other calls;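 note: 0% = median of the plate's neutral control wells and 100% = double that signal; a rise in the Bmi1 reporter signal indicates esBAF inhibition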
# * marks the source's active call; other numbers are inactive results; u = inconclusive. Some of the compounds tested, so the mix of outcomes need not match the whole.
Structure	Statin myotox sup	esBAF inh
O=C(CNS(=O)(=O)c1cccc(C(F)(F)F)c1)Nc1ccccc1F	9	3
O=C(CCc1nc(-c2ccc(Cl)cc2)no1)OCc1ccc(Br)cc1	12	11
COc1ccc(CNC(=O)C2CCN(C(=O)N3CCOc4ccc(C)cc43)CC2)cc1	3	0
COc1ccc(NC(=O)Nc2ncn(Cc3cccc(C(F)(F)F)c3)n2)cc1OC	-4	4
Cc1nn(C(C)C(=O)NCC2CCCO2)c(=O)c2cc3occc3n12 (centres undefined)	-6	-4
O=C(CN1CCN(C(=O)c2ccco2)CC1)Nc1cc(C(F)(F)F)ccc1Cl	104*	-4
CCCNC(=O)NC(=O)COc1c(F)c(F)cc(F)c1F	-1	-4
Cc1cc(=O)n2nc(N3CCCC(C(=O)NCc4ccco4)C3)sc2n1 (centres undefined)	-1	2
Cc1cccc(OCCn2c(=S)[nH]c3ccccc32)c1	0	37
COc1cc(S(=O)(=O)N2CCOCC2)ccc1NC(=O)c1cc2c(s1)CCC2	-6	9

# Entries of single compounds from above. Screens in order: Statin myotox sup, esBAF inh
# Cc1cccc(OCCn2c(=S)[nH]c3ccccc32)c1 across the screens: 0, 37
# COc1cc(S(=O)(=O)N2CCOCC2)ccc1NC(=O)c1cc2c(s1)CCC2 across the screens: -6, 9
# Cc1nn(C(C)C(=O)NCC2CCCO2)c(=O)c2cc3occc3n12 (centres undefined) across the screens: -6, -4
# COc1ccc(NC(=O)Nc2ncn(Cc3cccc(C(F)(F)F)c3)n2)cc1OC across the screens: -4, 4

# The list goes on:
Structure	Statin myotox sup	esBAF inh
COc1ccc(-c2nnc(-c3cc(OC)c(OC)c(OC)c3)o2)cc1OC	-12	-3
O=C(Nc1ccc(N2CCOCC2)cc1)c1cnsn1	-9	-82
COc1ccc(S(=O)(=O)NCCSCc2ccco2)cc1Cl	2	-6
CCN(CC)C(=O)C1=C(C)Nc2nc3ccccc3n2C1c1cccc(OC)c1 (centres undefined)	11	-4
O=C1C2C3C=CC(CO)(O3)C2C(=O)N1c1ccccc1-c1ccccc1 (centres undefined)	-183	6
COC(=O)c1nn(-c2ccccc2)c(Sc2ccc(Cl)cc2)c1/C=N/O	5	-8
CCC(=O)Nc1ccc(F)c(Cl)c1	-9	0
Cc1ccc(S(N)(=O)=O)cc1NC(=O)/C=C/c1cccs1	20	5
C=CCONC(=O)c1cc(OCC(F)(F)F)ccc1OCC(F)(F)F	-6	-12
CCOC(=O)c1ccc(NC(=O)CSc2nnnn2C2CCCCC2)cc1	4	3
CCOC(=O)c1nnn(-c2nonc2N)c1CSc1ccc(C)cc1	-1	-5
CC12CCC(=O)C=C1CCC1C2C(O)CC2(C)C1CCC2(O)C(=O)COC(=O)CCC1CCCC1 (centres undefined)	16	-6
O=C(c1c(F)cccc1F)N1CCC(O)(c2cccnc2)CC1	-2	0
O=C(NC(Cc1ccccc1)C(=O)N1CCCC1C(=O)O)c1ccccc1 (centres undefined)	5	-5
CCC(C)NS(=O)(=O)c1ccc(OCC(=O)NCC2CCCO2)cc1 (centres undefined)	-16	-3
Cc1ccc(C)c(N=C2NC(=O)CS2)c1	u	-6
COCCOc1cnn(-c2cc(Oc3ccc(C)cc3)ncn2)c(=O)c1Cl	7	-4
CC(=O)c1ccc(NC(=O)Oc2ccccc2)cc1	-14	16
CCn1c2ccccc2c2cc(NC(=O)COC(=O)Cc3cn4ccsc4n3)ccc21	-10	-6
CC(=O)c1c(O)cc(O)c(C(C)=O)c1O	-21	-25
CC(C)COC(=O)c1ccc(NC(=O)C2C3CCC(C3)C2C(=O)O)cc1 (centres undefined)	-6	58*
Cc1sc2c(c1C)CN(C(C)(C)C)CN2C(=O)c1ccccc1	12	66*
CC(=O)c1cc2c(cc1NC(=O)CN1CCOCC1)OCO2	11	-4
N#Cc1cnn(-c2ncnc3sc4c(c23)CCCC4)c1N	-19	-7
CSc1cc(C)nc(NC(C)=O)n1	-17	-4
CC1Cc2ccccc2N1C(=O)Cn1cnc2ccccc2c1=O (centres undefined)	8	-4
CCCCCCCCS(=O)c1sc2nc3c(cc2c1N)CCCC3 (centres undefined)	10	1
O=C(Nc1ccc(N2CCOCC2)cc1)c1ccc(S(=O)(=O)N2CCCCC2)cc1	34	-8
Clc1cccc(Oc2ncc(CN3CCOCC3)s2)c1	-7	19
C1CCC2(CC1)OCC1(CO2)COC2(CCCCC2)OC1	3	-10
Cc1nn(-c2ccccc2)c(Cl)c1C1C(C#N)=C(N)OC2=C1C(=O)CC(C)(C)C2 (centres undefined)	-18	-4
CCCCCCn1c(=O)c(F)cn(Cc2ccc(OC)c([N+](=O)[O-])c2)c1=O	27	9
Cc1ccc(N(O)C(=O)OCCNC(=O)Nc2ccccc2)cc1	4	-1
COc1ccc(OCC(O)CNCc2ccco2)cc1 (centres undefined)	39	-4
Cc1ccc(CNC(=O)[C@H](C)[C@H]2C[C@]2(C)[C@H](NC(=O)OCc2ccccc2)c2ccccc2)o1	-14	4
COC(=O)c1ccc(/C=C/C(=O)OCC(=O)Nc2sccc2C(N)=O)cc1	7	4
O=C(NCc1ccccc1)C(Cc1ccccc1)N1C(=O)C2C3CCC(C3)C2C1=O (centres undefined)	0	5
CN(C(=O)CCN1C(=O)c2ccccc2C1=O)C1CCCCC1	3	1
COC(=O)Cc1c(C)c2ccc(OCc3nn[nH]n3)cc2oc1=O	12	-6
Clc1ccc(Nc2nc3ccccc3n3nnnc23)cc1	-44	5
C=CCn1c(=O)c2ccccc2n2c(SCc3c(C(=O)OCC)oc4ccccc34)nnc12	0	7
Clc1ccc(OCCn2cnc3ccccc32)c(Cl)c1	-6	71*
CCOC1(OCC)C(c2ccc(N)cc2)C(C#N)(C#N)C1(OCC)OCC (centres undefined)	4	2
O=C1CCCN1CN1CCCCC1	11	-3
O=C(NCCC1=CCCCC1)C1CCN(c2nc3ccccc3o2)CC1	9	-4
Cc1cc(NC(=O)CSc2nnc(-c3ccco3)n2Cc2ccco2)no1	2	0
CCC(Oc1ccc2ccccc2c1)C(=O)O (centres undefined)	3	-1
COC(=O)c1ccccc1NC(=S)NC(=O)c1cccc2ccccc12	22	-6
Cc1ccc(C2=CC(c3cccs3)n3nnnc3N2)cc1 (centres undefined)	-1	30
Cn1c2c(c3ccccc31)CC/C2=N\O	3	11

# Additional results.
Structure	Statin myotox sup	esBAF inh
CCCCC(=O)N1C/C=C\C(c2ccc(OC)cc2)N(Cc2ccc(F)cc2)C(=O)[C@H]1Cc1ccccc1 (some centres undefined)	4	0
CCOC(=O)CCNC(C)C1COc2ccccc2O1 (centres undefined)	-2	-3
COc1ccccc1NC(=O)Cn1nnc(-c2ccccc2NC(=O)c2ccco2)n1	-5	2
CCC(c1nnc(SCC(=O)Nc2ccc(C(=O)Nc3ccccc3OC)cc2)o1)N(C)C (centres undefined)	2	5
CN1CCN(C(=O)CN(c2cccc(Cl)c2)S(=O)(=O)c2ccccc2)CC1	-7	-4
O=C(Cn1cnc2c(cnn2-c2ccccc2)c1=O)NCCc1ccccc1	-7	-4
COCn1c(COc2ccc3ccccc3c2)nc2ccccc21	-31	79*
CCc1nc2c3cnn(-c4cc(Cl)ccc4C)c3ncn2n1	-3	10
COc1ccc(NC(=O)c2cc([N+](=O)[O-])nn2Cc2ccccc2)c(C)c1	0	12
Cc1ccc(N/C=C/C(=O)c2ccc(C)cc2)cc1	-23	2
O=C(COC(=O)c1ccccc1F)c1ccc(-n2nncc2-c2ccco2)cc1	-4	0
CC1(C)Cc2c(C#N)c(NCc3ccco3)nc(-c3ccco3)c2CO1	-12	-7
CCCOC(=O)/C(C)=N\NC(=O)c1ccco1	-9	20
O=C(O)c1cc(NCc2ccccc2)ccc1N1CCOCC1	15	-8
CC(=O)Oc1cccc(N2C(=O)C3CC=C(Cl)CC3C2=O)c1 (centres undefined)	-1	-7
O=C1CCCC(O)=C1C=Nc1ccc2c(c1)oc1ccccc12	-8	1
CCOC(=O)Cc1csc(SCC(=O)Nc2cccc(Cl)c2)n1	1	-11
CC(C)N1CC2=C(OC(N)=C(C#N)C2c2cccnc2)/C(=C/c2cccnc2)C1 (centres undefined)	-8	0
Cn1cc(C(=O)c2ccc(Cl)cc2)cc1-c1nc2ccccc2n1C	-5	11
Cc1c(C(=O)OC(C)C)[nH]c2c1C(=O)CCC2	4	3
CCN1CCN(C(=O)c2cc3c(s2)-c2c(C)cccc2OC3)CC1	1	15
Cc1ccc(-n2c(SCC(=O)OC(C)C)nnc2-c2ccco2)cc1	-5	5
COCCn1c(SCC(=O)Nc2cccc(S(N)(=O)=O)c2)nc2ccccc21	-5	-1
CCCCC(=O)N1CCCC(c2nc3c(nnn3Cc3cc(C)ccc3C)c(=O)[nH]2)C1 (centres undefined)	6	8
COc1ccc(-n2nccc2-c2nn(-c3cccc(OC)c3)c(=O)n(C)c2=O)cc1	-5	-2
COc1ccc(C(=O)Nc2ccccc2C(=O)N/N=C/c2cccc3ccccc23)cc1	-25	-9
O=C(NC(=S)NNC(=O)c1cccs1)c1ccco1	-9	-2
O=C(Nc1ccc2c(c1)OCO2)c1ccc2nc[nH]c2c1	86*	49*
Cc1nc(N2CCN(Cc3nc4ccccc4[nH]3)CC2)c2oc3ccccc3c2n1	24	27
COc1ccc(/C=C/C2=NC(=C\N(C)C)/C(=O)O2)cc1	114*	51*
COc1ccc(C=O)cc1CSc1nnc(COc2cccc3cccnc23)o1	138*	0
COc1cccc(C2CC(c3c(F)cccc3Cl)n3nc(N)nc3N2)c1 (centres undefined)	7	-1
O=C1c2cccc3cccc(c23)C(=O)N1c1nccs1	0	-2
C/C(CC(=O)Nc1ccc(N(C)C)cc1)=N\NC(=O)c1ccccn1	-4	26
Cc1nc2ccccn2c1C(=O)c1ccccc1	-3	-1
COC(C/C=C/C(=O)[C@H](C)OCc1ccccc1)OC	-2	-9
NCCCC[C@@H](C(=O)NCCCCCCCCCCC(=O)N1CCNCC1)n1cc(CCCC(=O)O)nn1	7	-1
Cc1ccc(Nc2nc(N)nc(CC#N)n2)cc1	10	69*
Cc1c(NC(=O)Nc2cccc(Cl)c2)c(=O)n(-c2ccccc2)n1C	-5	-11
CC(=O)c1cnc2cc(C)nn2c1C	3	-6
Cc1ccc2nc(SC(C)C(=O)NCc3ccco3)[nH]c2c1 (centres undefined)	23	7
Cc1nc2cc(-c3cccc(F)c3)nn2c(C)c1CCC(=O)NC(C)CCc1ccco1 (centres undefined)	35	-48
COc1ccc(-c2ccc(=O)n(Cc3cc(=O)n4ccccc4n3)n2)cc1	14	1
CCCSc1nnc(-c2cnn(-c3ccccc3)c2-n2cccc2)n1C	43	4
CCC1CCCCN1C(=O)c1c(-c2ccccc2)noc1C (centres undefined)	-4	-1
Cc1ccc(-c2c(C)sc(=NC(=O)c3ccco3)n2C)cc1	4	57*
COc1cccc(CNc2ccc(S(N)(=O)=O)cc2)c1OC	-12	2
Cc1nnc(SCC(=O)NC(C)(C)C)n1CCc1ccccc1	3	2
O=C(Cn1cnc2ccccc2c1=O)Nc1ccc(-c2nnc3n2CCCCC3)cc1	-1	-1
CC(C)C(=O)Nc1ccc(C(=O)Nc2ccc(S(=O)(=O)N3CCOCC3)cc2)cc1	-13	-6

# Arranged by value in esBAF inh (ascending): 3 of the compounds above.
molecule	esBAF inh
CCC1CCCCN1C(=O)c1c(-c2ccccc2)noc1C (centres undefined)	-1
COc1ccc(-c2ccc(=O)n(Cc3cc(=O)n4ccccc4n3)n2)cc1	1
CCCSc1nnc(-c2cnn(-c3ccccc3)c2-n2cccc2)n1C	4

# Other results follow:
Structure	Statin myotox sup	esBAF inh
O=C(Nn1cnnc1)c1cc(-c2ccccn2)nc2ccccc12	0	-4
CCCc1[nH]nc2c1C(c1ccc(OCCN3CCOCC3)c(OCC)c1)C(C#N)=C(N)O2 (centres undefined)	25	-11
COC(=O)C1CSc2[nH]c(=O)sc2C1c1ccc(O)c(OC)c1 (centres undefined)	-6	-5
COc1ccc(C(c2nnnn2C2CCCCC2)N2CCN(c3ccc(OC)cc3)CC2)cc1 (centres undefined)	0	-11
CCC(C)NC(=O)NC1C(NC(=O)NC(C)CC)N(C)C(=O)N1C (centres undefined)	9	-1
O=C(O)CCC(=O)N1CCN(c2ccccn2)CC1	-9	0
CCOc1ccc(N2C(=O)CC(N3CCC(O)(c4ccc(Br)cc4)CC3)C2=O)cc1 (centres undefined)	-2	13
CC(=O)OCC(=O)c1ccc2ccn(C(C)=O)c2c1	-8	-4
CCSc1cc(N2CCCC2)nc(-c2ccc(F)cc2)n1	-10	-10
Cc1cccc(OCC(=O)NNC(=O)Nc2cccc(Cl)c2)c1C	-5	-13
Cc1ccnc(NC(=O)CCC(=O)N(CC(=O)NCC2CCCO2)Cc2ccc(F)cc2)c1 (centres undefined)	91*	-8
Cc1nn(-c2ccccc2)c2nc(=O)n(-c3ccccc3)cc12	-9	1
CS(=O)(=O)Nc1ccc(S(=O)(=O)Nc2nccs2)cc1	3	-1
O=C(O)c1ccc(CSCc2ccccc2F)o1	-1	-4
CSc1nc(N(C)NC(=O)c2ccccc2)c2ccccc2n1	-72	-12
Cc1ccc(S(=O)(=O)NCCCCC(NC(=O)OC(C)(C)C)C(=O)O)cc1 (centres undefined) (tested in a mixture with another compound)	-10	-8
